ABCB1 inh: inhibitors of human ABCB1 transporter, ABCG2 counter-screen; P08183; inhibition, % at 6.6 µM; AID 1326; CCRF-Adr cells, JC-1 efflux, flow cytometry; 190,000 tested, 0.067% active; in the data active means inhibition above about 40%;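 further: 0% = vehicle and 100% = reference inhibitor; higher value means more JC-1 retained so stronger ABCB1 efflux block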
RGS8-Gao: regulators of human RGS8-Galphao interaction; 220,000 tested, 0.34% active; P09471; multiplexed bead flow cytometry, RGS8-Galphao binding; actives lie on both sides; response (percent of control binding), % at 10 µM; in the data active means response below about 60% or above about 140%; inactive means in between;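 further: Galphao activated as the GDP aluminium fluoride complex binding bead-coupled RGS8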
Bcl-XL Bim block: inhibitors of Bim-Bcl-XL interaction, human; Q07817; Bim peptide-Bcl-XL binding, bead flow cytometry, fluorescence; inhibition, % at 10 µM; 190,000 tested, 0.04% active; AID 1007
Target sequence (Q07817 whole entry, looked up): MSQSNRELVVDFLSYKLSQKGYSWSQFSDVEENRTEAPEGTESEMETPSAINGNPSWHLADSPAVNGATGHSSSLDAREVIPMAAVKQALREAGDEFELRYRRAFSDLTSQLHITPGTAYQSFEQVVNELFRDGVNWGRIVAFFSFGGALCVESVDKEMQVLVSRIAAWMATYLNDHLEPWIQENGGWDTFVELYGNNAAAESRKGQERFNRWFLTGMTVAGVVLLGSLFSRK
Bim-Bcl-W: disrupts Bim peptide binding to human Bcl-W; 190,000 tested, 0.02% active; Q92843; bead-based flow cytometry; inhibition, % at 10 µM; AID 952;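 further: 0% = bound tracer without compound and 100% = peptide blocker; higher means less fluorescent Bim peptide bound to Bcl-W beads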
Target sequence (Q92843 whole entry, looked up): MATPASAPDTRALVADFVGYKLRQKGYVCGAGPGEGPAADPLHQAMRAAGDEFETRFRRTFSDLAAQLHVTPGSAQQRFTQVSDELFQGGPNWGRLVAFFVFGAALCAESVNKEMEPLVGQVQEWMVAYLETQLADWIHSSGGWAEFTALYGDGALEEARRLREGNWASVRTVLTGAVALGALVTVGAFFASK
Bcl-B Bim block: human Bim-Bcl-B interaction inhibition. Q9HD36. bead-based flow cytometry, Bim peptide-Bcl-B binding. inhibition, % at 10 µM. 190,000 tested, 0.073% active;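 further: 0% = tracer peptide without compound and 100% = reference inhibitor peptide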
Target sequence (Q9HD36 whole entry, looked up): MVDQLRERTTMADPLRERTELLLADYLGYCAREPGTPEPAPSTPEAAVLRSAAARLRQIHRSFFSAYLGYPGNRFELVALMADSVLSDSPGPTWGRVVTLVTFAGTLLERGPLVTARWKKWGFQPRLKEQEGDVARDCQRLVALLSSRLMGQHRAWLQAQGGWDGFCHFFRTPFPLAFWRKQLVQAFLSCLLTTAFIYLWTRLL
RGS7-Gao reg: human RGS7-Galphao interaction regulation. binding response (% of control), % at 10 µM. 220,000 tested, 0.35% active. AID 1439. P09471. Multiplexed bead flow cytometry, RGS7-Galphao binding; actives lie on both sides; in the data active means binding response below about 49% or above about 150%; inconclusive means no clear call, values can overlap the other calls; inactive means in between;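 further: fluorescent Galphao held in activated GDP-AlF4 state binding bead-coupled RGS7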
Bcl-2 Bim block: disrupts Bim peptide binding to human Bcl-2 | P10415 | Bead-based flow cytometry, Bim peptide-Bcl-2 binding | inhibition, % at 10 µM | 190,000 tested, 0.06% active | AID 950; in the data active means inhibition above about 40%; inconclusive means no clear call, values can overlap the other calls;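 further: 0% = no compound wells with probe peptide and 100% = reference peptide inhibitor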
ABCG2 inh: inhibitors of human ABCG2 transporter, ABCB1 counter-screen. Q9UNQ0. IgMXP3 cells, JC-1 efflux, flow cytometry. inhibition, % at 6.6 µM. 190,000 tested, 0.1% active. AID 1325;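 active means inhibition above 80%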;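 further: 0% = DMSO and 100% = nicardipine control wells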
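Read-out basis: Efflux inhibition in percent versus controls | Test system: ABCG2 IgMXP3 and barcoded ABCB1 CCRF-Adr cell mix | Quantity: 3 million cells/mL in well | Schedule: 10 min at 25 °C | Control set: Nicardipine as high control, DMSO as low control | Reagent: JC-1 as fluorescent efflux pump substrate | Signal: Flow cytometry of retained JC-1 fluorescence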
Bim-Bfl-1: inhibitors of Bim-Bfl-1 interaction, human; Q16548; Bead-based flow cytometry, Bim-Bfl-1 binding inhibition; inhibition, % at 10 µM; 190,000 tested, 0.12% active; AID 1008;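 further: 0% = wells without compound plus tracer and 100% = blocker peptide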
Mcl-1 Bim block: inhibitors of Bim-Mcl-1 interaction, human; Q07820; Bead-based flow cytometry, Bim peptide-Mcl-1 binding; inhibition, % at 10 µM; 190,000 tested, 0.1% active; AID 1009;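 further: 0% = no compound tracer wells and 100% = peptide blocker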
Target sequence (Q07820 whole entry, looked up): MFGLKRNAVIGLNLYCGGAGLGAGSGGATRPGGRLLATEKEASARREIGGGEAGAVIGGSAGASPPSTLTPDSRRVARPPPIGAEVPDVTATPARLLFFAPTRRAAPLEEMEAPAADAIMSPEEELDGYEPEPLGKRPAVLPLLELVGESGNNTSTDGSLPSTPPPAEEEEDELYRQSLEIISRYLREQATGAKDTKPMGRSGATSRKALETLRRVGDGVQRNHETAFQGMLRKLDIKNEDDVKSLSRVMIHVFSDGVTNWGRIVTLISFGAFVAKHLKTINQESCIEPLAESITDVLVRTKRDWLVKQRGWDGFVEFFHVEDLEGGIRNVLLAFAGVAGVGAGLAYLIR
RGS4-Gao reg: modulates binding of RGS4 to human Galphao | binding response (% of control), % at 10 µM | Multiplexed bead flow cytometry; actives lie on both sides | 220,000 tested, 0.33% active | P09471; in the data active means binding response below about 49% or above about 150%; inactive means in between;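 further: fluorescent Galphao activated with aluminum fluoride binding bead-coupled RGS4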
Numbers without * were called inactive; ? = inconclusive; · = not tested or not shown. Unless noted, no stated cut-off is given here; in the data, active means inhibition above about 40%. This is a random part of the collection, and some 0.94% of all compounds hit somewhere here.

No.	SMILES	Bim-Bfl-1	ABCG2 inh	RGS4-Gao reg	Mcl-1 Bim block	RGS7-Gao reg	ABCB1 inh	RGS8-Gao	Bim-Bcl-W	Bcl-XL Bim block	Bcl-2 Bim block	Bcl-B Bim block
1	C=CCn1c(-c2ccncc2)n[nH]c1=S	-1.0	2.6	98.8	-1.0	92.1	0.4	100.3	-1.0	-2.0	1.0	-14.0
2	O=C(NNC(=O)c1ccc(Cl)cc1Cl)c1ccncc1	1.0	-1.1	100.5	-9.0	100.3	-0.4	105.6	-9.0	-12.0	-4.0	-5.0
3	CCOCC(=O)Nc1nc2ccc(C)cc2s1	-13.0	17.6	102.0	0.0	100.1	0.4	100.9	1.0	-6.0	-8.0	-4.0
4	CCOc1cc(S(=O)(=O)NCc2ccccc2)ccc1F	-12.0	-1.4	108.0	-2.0	107.2	0.1	105.4	-4.0	-15.0	-12.0	-10.0
5	CCCOc1ccc(S(=O)(=O)N2CCOCC2)cc1[N+](=O)[O-]	-2.0	1.8	102.3	1.0	99.7	0.8	100.0	0.0	1.0	1.0	-1.0
6	CS(=O)(=O)N(Cc1ccc(C(=O)NN=C2CCCCCC2)cc1)c1ccccc1	0.0	0.2	101.2	-1.0	102.5	0.2	99.5	-1.0	-3.0	1.0	1.0
7	CCCc1nc2n[nH]c(N)c2c2c1CCC2	-1.0	4.1	95.9	0.0	97.3	0.9	99.5	4.0	-5.0	-1.0	-4.0
8	Cc1cc(C)c2[nH]c(=O)c(C(c3nnnn3C(C)(C)C)N3CCN(C(=O)c4ccco4)CC3)cc2c1 (stereo unspecified)	0.0	1.1	101.7	0.0	99.0	0.1	102.9	1.0	0.0	-2.0	-1.0
9	Cc1ccc(NC(=O)CN2C(=O)S/C(=C\c3ccc(-c4cccc(C(=O)O)c4C)o3)C2=O)cc1	0.0	·	113.7	-4.0	110.2	·	103.7	6.0	0.0	0.0	0.0
10	NC1=NC(=O)C2(COC(c3ccncc3)OC2)S1 (stereo unspecified)	-6.0	1.0	99.4	-1.0	99.0	-0.1	102.1	-1.0	-3.0	0.0	-11.0
11	CCOC(=O)C1Sc2ccccc2NC1=O (stereo unspecified)	-1.0	2.7	96.8	1.0	112.6	2.2	96.6	0.0	-1.0	-1.0	-3.0
12	Cc1cc(C)c(OCC(=O)OCCNC(=O)c2cccnc2)c(C)c1	-4.0	10.9	99.0	-2.0	99.3	3.4	100.5	-3.0	-4.0	-5.0	-8.0
13	COCc1cc(C)nc(N2CCCCC2)c1C#N	0.0	1.1	103.7	-4.0	101.2	1.6	104.1	-1.0	-7.0	0.0	-8.0
14	CN(CCOc1cccc(C(F)(F)F)c1)Cc1ccccc1	-3.0	1.9	105.2	0.0	97.0	0.1	100.8	0.0	-2.0	0.0	-3.0
15	COc1cc(C(=O)Nc2cc(C(F)(F)F)ccc2-n2cncn2)cc(OC)c1OC	-4.0	13.3	99.0	0.0	?	1.5	100.4	0.0	0.0	-5.0	-5.0
16	C/C(Cc1ccccc1)=N\NC(=O)C1CCCCC1	0.0	-3.9	100.1	1.0	99.4	7.4	101.3	3.0	1.0	6.0	3.0
17	O=S(=O)(Nc1ccc(N2CCCCC2)cc1)c1ccccc1	1.0	-0.3	100.2	-4.0	105.1	-0.1	101.7	0.0	-2.0	0.0	-4.0
18	CCC(Sc1ccc2nnc(CCNS(=O)(=O)c3ccc(OC)cc3)n2n1)C(=O)OC (stereo unspecified)	-4.0	0.0	101.2	-1.0	98.2	0.3	101.0	-3.0	-2.0	0.0	-1.0
19	CCOC(=O)Cn1cc([N+](=O)[O-])c(OC)n1	0.0	1.9	83.2	1.0	96.6	0.6	89.1	0.0	-1.0	-3.0	1.0
20	O=C(CSc1nnc2c3ccccc3c3ccccc3c2n1)Nc1ccccc1F	7.0	-1.5	87.2	7.0	98.6	0.3	94.5	12.0	-2.0	10.0	12.0
21	Cc1cc(C)cc(OCc2nc(-c3cccnc3)no2)c1	-4.0	13.2	103.1	1.0	98.8	-1.8	99.1	0.0	-1.0	0.0	-4.0
22	CC(C)NC(=O)NC(=O)CSc1ccccc1F	-2.0	18.2	110.0	-5.0	107.2	1.0	108.5	-6.0	-8.0	-4.0	-8.0
23	CCc1ccc(CC2S/C(=C(\C#N)C(C)=O)NC2=O)cc1 (stereo unspecified)	-2.0	15.5	103.3	-3.0	99.4	-0.7	101.2	-6.0	-3.0	-3.0	0.0
24	Cc1cccn2c1nc(=S)n2C(=O)c1ccco1	0.0	6.6	98.8	-5.0	100.7	0.5	101.2	-2.0	-8.0	-3.0	-30.0
25	Cc1cc(F)ccc1S(=O)(=O)Nc1ncnc2scc(-c3ccc(F)cc3)c12	0.0	-8.5	89.2	-1.0	86.9	-0.7	95.9	-2.0	-3.0	-1.0	-2.0
26	O=C(OCC(=O)N(C1CCCCC1)C1CCCCC1)c1ccco1	-18.0	2.7	98.4	-1.0	100.2	1.1	100.2	-5.0	-7.0	-10.0	-5.0
27	Cc1cc2ncn(CS(C)(=O)=O)c2cc1C	-4.0	1.3	99.2	1.0	100.7	0.3	101.4	3.0	0.0	1.0	0.0
28	CCN(CC)c1ccc(NC(=O)COC(=O)CSc2ccc(Br)cc2C)cc1	0.0	-2.5	98.5	-6.0	100.2	-1.1	101.5	-7.0	-6.0	-5.0	-16.0
29	Cc1c(Cl)c(-c2n[nH]c(=S)n2-c2ccccc2)nn1C	-2.0	-4.0	104.8	-6.0	105.1	-0.7	106.7	-8.0	-11.0	-2.0	0.0
30	Cc1cc(C)nc(NC(=NCCc2c[nH]c3ccccc23)NC(=O)Nc2cccc([N+](=O)[O-])c2)n1	0.0	-12.8	94.0	-4.0	95.2	-2.3	100.9	1.0	0.0	3.0	-6.0

Next section:
No.	SMILES	Bim-Bfl-1	ABCG2 inh	RGS4-Gao reg	Mcl-1 Bim block	RGS7-Gao reg	ABCB1 inh	RGS8-Gao	Bim-Bcl-W	Bcl-XL Bim block	Bcl-2 Bim block	Bcl-B Bim block
31	Cc1nc(N2CCOCC2)nc(N2CCN(c3ccccc3)CC2)c1[N+](=O)[O-]	0.0	12.1	101.9	0.0	103.6	1.4	102.3	0.0	0.0	0.0	0.0
32	Cc1ccc(-c2ccc3nnc(SCC(N)=O)n3n2)cc1	-1.0	6.0	101.7	0.0	102.3	-0.3	101.8	-1.0	1.0	2.0	-4.0
33	CCOC(=O)c1ccc(NC(=O)NCc2ccccc2OC)cc1	-1.0	1.3	102.4	0.0	98.8	0.8	102.2	3.0	0.0	-1.0	-3.0
34	COc1ccccc1NC(=O)Cn1c(=O)n(CCc2c[nH]c3ccccc23)c(=O)c2cccnc21	2.0	-0.8	105.3	-1.0	101.6	0.3	96.8	2.0	0.0	-2.0	0.0
35	C=CCn1c(SCC(=O)Nc2ccc3c(c2)OCCO3)nnc1-c1ccco1	0.0	2.1	104.3	0.0	100.8	0.6	102.1	-1.0	-1.0	1.0	2.0
36	CCOC(=O)C1=C(C)NC(=O)NC1/C=C/c1ccccc1OC (stereo unspecified)	1.0	1.7	100.3	0.0	99.2	0.9	86.9	1.0	0.0	-2.0	2.0
37	CC(/C=C/c1ccc(OCc2ccccc2)cc1)=N\O	0.0	0.1	99.7	-2.0	101.2	0.2	100.3	-2.0	-2.0	0.0	-2.0
38	O=C(Cc1ccc(F)cc1)Nc1ccc(F)c([N+](=O)[O-])c1	-1.0	2.4	103.7	-2.0	101.8	0.8	104.7	-1.0	0.0	-1.0	-1.0
39	COc1cc(-c2nnc(-c3cccs3)o2)cc(OC)c1OC	-4.0	19.3	100.3	0.0	102.9	1.6	98.7	1.0	0.0	0.0	2.0
40	Cn1c(Cc2ccccc2)nnc1SCC(=O)N1CCCCC1	0.0	0.6	98.7	-2.0	103.0	0.4	100.2	0.0	-3.0	1.0	-2.0
41	O=c1c2ccccc2c(C=Nc2cccc(S(=O)(=O)NCc3ccco3)c2)c(O)n1-c1ccc(Cl)cn1	-4.0	-6.2	100.5	-6.0	100.0	-1.0	99.1	-4.0	-4.0	-1.0	-1.0
42	Cc1nnc(NC(=O)CCC(=O)NCc2ccco2)s1	0.0	0.7	100.4	-3.0	98.8	0.1	100.3	1.0	1.0	1.0	1.0
43	O=[N+]([O-])c1ccccc1CNC1CCCc2ccccc21 (stereo unspecified)	-1.0	16.2	97.7	0.0	97.8	0.1	98.5	0.0	2.0	-2.0	0.0
44	c1ccc(Cn2nnc3c(NCc4ccc5c(c4)OCO5)nc(C4CC4)nc32)cc1	-1.0	1.6	101.0	3.0	101.7	0.3	107.5	0.0	2.0	-2.0	0.0
45	N#C/C(=C\N1CCOCC1)c1ccccc1	0.0	-7.2	103.1	0.0	104.0	-4.3	110.0	1.0	-11.0	1.0	-1.0
46	CCN(CC)S(=O)(=O)c1ccc(N2CCOCC2)c(NC(=O)c2cnccn2)c1	0.0	16.0	100.6	-3.0	101.3	1.0	99.7	-3.0	-2.0	-1.0	-4.0
47	CC(=O)/C(=C/c1ccc(N(C)C)cc1)C(=O)c1ccccc1	-10.0	11.5	102.9	-2.0	96.9	1.2	95.0	-2.0	-3.0	-5.0	-4.0
48	O=C(Cn1c(=O)sc2ccccc21)NCc1ccco1	-10.0	-0.1	105.1	0.0	103.3	0.0	101.8	0.0	-2.0	-4.0	-3.0
49	CCOc1cc(/C=N/NC(=O)c2c(-c3ccccc3)noc2C)ccc1O	-1.0	26.6	101.1	1.0	106.2	1.1	103.0	0.0	0.0	4.0	-1.0
50	COc1ccc(OC)c(C2C3=C(N=C4SCC(=O)N42)c2ccccc2CC3)c1 (stereo unspecified)	4.0	-0.2	100.5	-1.0	103.0	-0.1	101.2	0.0	-3.0	-2.0	-2.0
51	CC(=O)Nc1c(C(=O)C2CC2)oc2ccccc12	-8.0	3.8	100.1	0.0	95.0	0.5	103.1	3.0	0.0	-1.0	-1.0
52	O=C(O)CCc1ccc(-c2ccc(F)cc2)n1CC1CCCO1 (stereo unspecified)	-3.0	0.9	97.3	-2.0	98.2	0.3	99.4	-1.0	-2.0	-6.0	-1.0
53	COCCn1c(C)cc(C(=O)COC(=O)c2ccc[nH]c2=O)c1C	0.0	8.5	96.7	-1.0	99.6	0.1	100.0	0.0	0.0	0.0	9.0
54	Cc1cc(C)nc(NS(=O)(=O)c2ccc(NC(=O)C3(c4ccc([N+](=O)[O-])cc4)CCCC3)cc2)n1	-7.0	36.8	101.2	-3.0	97.3	0.1	100.4	-5.0	-6.0	-6.0	-4.0
55	Brc1cc2c(cc1Br)OCCOCCOCCOCCO2	-7.0	0.8	95.1	-1.0	97.2	0.7	97.4	0.0	-5.0	-3.0	-2.0

3 compounds out of the list above, arranged by their value in RGS7-Gao reg, falling:
# | Structure | RGS7-Gao reg
38 | O=C(Cc1ccc(F)cc1)Nc1ccc(F)c([N+](=O)[O-])c1 | 101.8
5 | CCCOc1ccc(S(=O)(=O)N2CCOCC2)cc1[N+](=O)[O-] | 99.7
43 | O=[N+]([O-])c1ccccc1CNC1CCCc2ccccc21 (stereo unspecified) | 97.8

Screening data deposited in PubChem BioAssay by NMMLSC.
